# Assay outcomes (PubChem BioAssay)
# Shiga toxin inh: Shiga toxin inhibition. inhibition, % at 38.7 µM. AID 2315. hit rate 9.2% among 290,000. Vero cells, Shiga toxin protein synthesis inhibition reporter; in the data active means inhibition mostly above about 28%, no sharp cut-off; inactive means mostly below about 43%; further: 0% is about no effect
# Giardia FBPA inh: inhibitors of Giardia lamblia fructose-1,6-bisphosphate aldolase | A8B2U2 | purified Giardia FBPA | Potency, µM (series often up to 59.6 µM), for inactives: at the highest dose activity, negative = inhibition, most hits filed as inhibitors | hit rate 0.71% among 290,000; further: potency means the concentration at half of the fitted maximal effect; on the % scale 0 is the no-effect control and ±100 the full control effect; nearly all actives have a fitted effect of over 55% in size
# Target sequence (A8B2U2 whole entry, looked up): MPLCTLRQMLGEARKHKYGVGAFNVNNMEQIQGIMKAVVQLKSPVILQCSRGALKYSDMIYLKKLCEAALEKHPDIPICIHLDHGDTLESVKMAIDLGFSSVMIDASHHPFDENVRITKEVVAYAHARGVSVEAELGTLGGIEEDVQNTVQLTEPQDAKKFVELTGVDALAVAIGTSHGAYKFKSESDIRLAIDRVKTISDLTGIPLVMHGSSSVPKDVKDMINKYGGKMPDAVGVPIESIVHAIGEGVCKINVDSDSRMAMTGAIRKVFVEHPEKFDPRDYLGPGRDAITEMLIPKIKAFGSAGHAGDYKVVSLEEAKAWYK
#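 Giardia FBPA (40 nM reagent) was preincubated 10 min at RT with compound (up to 57.5 uM final), then substrate plus GAPDH/TPI/NAD/arsenate coupling system with diaphorase/resazurin was added; resorufin fluorescence (525/598 nm) was read after 20 min.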
# Pf growth 48h: P. falciparum growth inhibition at 48 hours (one generation); P. falciparum luciferase growth in erythrocytes, 48 h; Potency, µM (top dose mostly 28.7 µM), inactives show top-dose activity change, negative = inhibition, hits mostly inhibitors; hit rate 5.9% among 310,000; further: potency means the concentration at half of the fitted maximal effect; on the % scale 0 is the no-effect control and ±100 the full control effect
#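 Here the parasites carry a stable luciferase gene and grow inside erythrocytes in Albumax-based RPMI medium with compound for one erythrocytic cycle. Activity is scored as loss of luminescent signal.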
# HCV inh: inhibitors of hepatitis C virus infection; Huh7.5.1 HCVcc-Cre infection, luciferase reporter, 44 h; Potency, µM (doses to about 41.8 µM), inactives show at the top dose activity change, negative = inhibition, actives largely listed as inhibitors; hit rate 3.4% among 340,000; AID 651820; further: potency means the concentration at half of the fitted maximal effect; on the % scale 0 is the no-effect control and ±100 the full control effect
#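 Infectious HCVcc-Cre (~0.5 moi) was added to cells just after compound, with cells seeded 4 h earlier at 1,000 per well. Luciferase activity after 44 h culture reported infection; substrate was incubated 15 min at room temperature before reading.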
# Pf growth 96h: inhibits malaria parasite growth, 96 h | P. falciparum luciferase reporter growth, 96 h | Potency, µM (top dose mostly 28.7 µM), without a hit: at the highest dose activity change, negative = inhibition, actives largely listed as inhibitors | hit rate 6.9% among 320,000; further: potency means the concentration at half of the fitted maximal effect; on the % scale 0 is the no-effect control and ±100 the full control effect
#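 Infected RBCs, 2% Hct / 0.05% parasitemia final; luciferase-reporter P. falciparum; cpd 96 h, 37 C, 5% CO2; luciferase detection reagent; luminescence.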
# CHX counter: affects cycloheximide protein synthesis inhibition readout, counter-screen; cell reporter, cycloheximide protein synthesis inhibition counterscreen; max response, %; hit rate 12% among 300,000; in the data active means max response mostly above about 13%, no sharp cut-off; inactive means mostly below about 14%; further: read at 38.3 µM for the half of the compounds with a filed dose; 0% is about no effect
# * marks the source's active call; other numbers are inactive results; ? = inconclusive; . = no result given; & = joins results of further samples; [ ] = another dose, or the depositor's remark. Unless noted, the call rests on the fitted dose curve; in most records, active means well fitted curve in the direction sought with a large enough effect; inconclusive means small, poorly fitted or top-dose-only effect, or another doubt; inactive means no such curve, though single readings can be large; an effect the other way counts as inactive or inconclusive.
# Short keys – A = Shiga toxin inh; B = Giardia FBPA inh; C = Pf growth 48h; D = HCV inh; E = Pf growth 96h; F = CHX counter
COc1ccccc1NC(=O)C(=O)c1cn(CC(=O)N2CCCC2)c2ccccc12
  A: 37	B: .	C: 39%[activator]	D: ?	E: 23%	F: 22*
CCCCNC(=O)/C(C#N)=C/c1ccc(-c2ccc(S(=O)(=O)N3CCOCC3)cc2)o1
  A: -11	B: 12%	C: ?	D: 1%	E: ?	F: 5
CC1(c2ccc(OC(F)F)cc2)NC(=O)N(CC(=O)Nc2ccc(F)cc2)C1=O (stereo unspecified)
  A: -8	B: -3%	C: -1%	D: -14%	E: -22%	F: -1
Clc1ccc(SCc2csc(N3CCOCC3)n2)cc1
  A: 54*	B: -14%	C: 152%[activator]	D: ?	E: 47%[activator]	F: 33*
CN1CCO/C1=C(\C(Cl)=C(Cl)Cl)[N+](=O)[O-]
  A: -6	B: 18µM*	C: -22%	D: 7%	E: 4%	F: -3
Cc1ccccc1-n1c(=S)[nH]c2nc3c(cc2c1=O)CCCC3
  A: -10	B: 11%	C: 0%	D: 0%	E: -9%	F: -4
O=S1(=O)[C@H]2C[C@@H]3C=C[C@@]2(CN1Cc1cccc(F)c1)O3
  A: -6	B: 4%	C: -1%	D: 4%	E: ?	F: -1
COc1ccc(-c2ccc(/C=C3/C(=N)N4C=CSC4=NC3=O)o2)c([N+](=O)[O-])c1
  A: -7	B: ?	C: 12%	D: ?	E: 9%	F: 3
CCOC(=O)C1CCCN(Cc2ccc(O)c(OC)c2)C1 (stereo unspecified)
  A: -8	B: -23%	C: 9%	D: 0%	E: -3%	F: -2
O=C(NCCCc1ccccc1)c1cc([N+](=O)[O-])ccc1Cl
  A: 3	B: -2%	C: ?	D: -17%	E: 121%[activator]	F: 4
COc1cc(NC(=O)c2cc3ccccc3o2)ccc1NC(=O)c1ccco1
  A: -2	B: 18%	C: 2%	D: ?	E: 16%	F: -5
CN1N=C2c3ccccc3CCC2C1c1ccc(Cl)cc1 (stereo unspecified)
  A: 72*	B: 4%	C: ?	D: 10%	E: 1.5µM*	F: 35*
COc1ccccc1CN1CC(C(=O)NCCc2ncccc2C)CCC1=O (stereo unspecified)
  A: 1	B: 4%	C: -1%	D: 11%	E: ?	F: -1
Cc1ccc(N2CCN(S(=O)(=O)c3nnc(NC(=O)c4ccccc4)s3)CC2)cc1
  A: 1	B: ?	C: 34%[activator]	D: 16%	E: -16%	F: -1
NC(=O)C1C(c2ccccc2)=C1c1ccccc1
  A: -7	B: 5%	C: 33%[activator]	D: 12%	E: .	F: 2
Fc1ccccc1N1CCN(c2nc(-c3cccs3)nc3ccccc23)CC1
  A: 2	B: -3%	C: ?	D: ?	E: ?	F: -2
Cc1cc(-c2n[nH]c(=S)n2/N=C/C(Cl)=C/c2ccccc2)n[nH]1
  A: 38*	B: 17%	C: -16%	D: 11%	E: ?	F: 39*
Cc1ccc(-c2csc3nc(=O)c(C)nn23)cc1
  A: -4	B: -1%	C: 31%[activator]	D: -4%	E: 5.2µM*	F: 6
COc1ccc(C(=O)/C=C/c2cn(CC(O)CN3CCOCC3)c3ccccc23)cc1 (stereo unspecified)
  A: 13	B: -10%	C: ?	D: ?	E: 5.2µM*	F: 12*
O=C(Cc1ncc(C(F)(F)F)cc1Cl)Nc1ccc(F)cc1
  A: 1	B: -4%	C: 17%	D: 3%	E: 14%	F: -1
COc1cccc(NC(=O)CCN2C(=O)c3ccc([N+](=O)[O-])cc3C2=O)c1
  A: -8	B: -10%	C: -9%	D: 9%	E: ?	F: -3
CN(C(=O)COC(=O)c1ccccc1Nc1ccccc1)C1CCS(=O)(=O)C1 (stereo unspecified)
  A: 4	B: 2%	C: 11%	D: 3%	E: -2%	F: 10
O=C(NCc1cccs1)c1ccc2c(c1)OCCO2
  A: 22	B: 1%	C: 58%[activator]	D: 4%	E: 3%	F: 37*
CCCCOC(=O)c1sc2nc(C)cc(C)c2c1N
  A: 48*	B: -28%	C: 136%[activator]	D: ?	E: 156%[activator]	F: 27*
Cc1ccc(NCc2nnc(SCC(=O)Nc3ncc(C)s3)n2CC2CCCO2)c(C)c1 (stereo unspecified)
  A: 7	B: 5%	C: ?	D: -12%	E: 16%	F: 1

# A second format for three compounds above.
Compound	Shiga toxin inh	Giardia FBPA inh	Pf growth 48h	HCV inh	Pf growth 96h	CHX counter
Cc1ccc(N2CCN(S(=O)(=O)c3nnc(NC(=O)c4ccccc4)s3)CC2)cc1	1	?	34%[activator]	16%	-16%	-1
NC(=O)C1C(c2ccccc2)=C1c1ccccc1	-7	5%	33%[activator]	12%	.	2
Fc1ccccc1N1CCN(c2nc(-c3cccs3)nc3ccccc23)CC1	2	-3%	?	?	?	-2

# Further entries
# Short keys – A = Shiga toxin inh; B = Giardia FBPA inh; C = Pf growth 48h; D = HCV inh; E = Pf growth 96h; F = CHX counter
CC(C)(C)Nc1nc(Cl)nc(NCCN2CCOCC2)n1
  A: 13	B: 1%	C: 23%	D: 11%	E: -2%	F: -1
O=C(Nc1ccccc1OC(F)F)c1ccc(F)cc1
  A: 12	B: 1%	C: -9%	D: 4%	E: 39%[activator]	F: 8
O=c1cc(CN2CCCCC2)nc(C2CC2)[nH]1
  A: -18	B: -1%	C: -1%	D: 11%	E: 48%[activator]	F: -2
O=[N+]([O-])c1ccc(CSc2nc3ncc(Br)cc3[nH]2)cc1
  A: -5	B: -1%	C: ?	D: -2%	E: 0%	F: -1
OCCNCc1cccc2ccccc12
  A: -9	B: -9%	C: 24%	D: -11%	E: -28%	F: 3
O=C(CN1CCN(C(c2ccccc2)c2ccccc2)CC1)N1CCOCC1
  A: -25	B: -21%	C: ?	D: ?	E: .	F: -7
CCOC(=O)c1c(NC(=O)Cn2nnc(-c3ccccc3Cl)n2)sc(C)c1C
  A: -17	B: 7%	C: 101%[activator]	D: 17%	E: ?	F: 11
Cc1onc(-c2ccccc2Cl)c1C(=O)NCc1ccc2c(c1)cc(C)n2C
  A: 2	B: -13%	C: 10µM*	D: ?	E: ?	F: -5
CCN(CC)CCC#CC(O)(c1ccccc1)C1CCCCC1 (stereo unspecified)
  A: -27	B: 1%	C: ?	D: -16%	E: ?	F: -2
COc1ccccc1N1C(=O)CC(Sc2n[nH]c(-c3cccc(C)c3)n2)C1=O (stereo unspecified)
  A: 9	B: -11%	C: 9%	D: 16%	E: 265%[activator]	F: -2
CCOC(=O)Cn1c(=O)c(-c2ccccc2N)nc2ccccc21
  A: -4	B: -2%	C: 14%	D: 19%	E: 5%	F: 25*
COc1ccc(OC)c(C2=NS(=O)(=O)N(C)C(C(=O)Nc3ccc(F)cc3F)=C2)c1
  A: 14	B: -3%	C: ?	D: 14µM*	E: ?	F: 12
CC(C)NC(=O)CSc1nncn1-c1ccccc1
  A: 48	B: 7%	C: 57%[activator]	D: 17%	E: 44%[activator]	F: 8
CCCCCN(C(=O)CCC(=O)OC(C)C(=O)Nc1cccc(C#N)c1)c1c(N)n(CCCC)c(=O)[nH]c1=O (stereo unspecified)
  A: .	B: .	C: 5%	D: -29%	E: 5%	F: .
C=CCNC(=O)CCc1nnc(C2(c3ccc(Cl)cc3)CCC2)o1
  A: 85*	B: -7%	C: ?	D: 19%	E: -27%	F: 55*
COC(=O)c1sc(N2C(=O)C(O)=C(C(=O)c3ccc(C)o3)C2c2cccs2)nc1C (stereo unspecified)
  A: 13	B: -4%	C: ?	D: -13%	E: ?	F: -1
COC(=O)C1=C(C)NC(=O)C1(NS(=O)(=O)c1ccc(NC(C)=O)cc1)C(F)(F)F (stereo unspecified)
  A: 10	B: 2%	C: 12%	D: .	E: .	F: -5
CCC(c1nnnn1CCOC)N(Cc1cc2cc(C)c(C)cc2[nH]c1=O)CC1CCCO1 (stereo unspecified)
  A: -23	B: -8%	C: .	D: 10%	E: 15µM*	F: -4
CCCCCCn1c(SCCOC)nc2c1c(=O)[nH]c(=O)n2C
  A: 4	B: 0%	C: 6%	D: 14%	E: 9%	F: -6
O=C(CSc1nnc(CNC(=O)c2ccccc2F)o1)NCc1ccco1
  A: -8	B: .	C: 11%	D: 5%	E: ?	F: 1
C[C@@H](C(=O)N[C@H](C(=O)O)c1ccccc1)n1nnc2ccccc2c1=O
  A: 28	B: 10%	C: 7%	D: -2%	E: 17%	F: -4
CCOC(=O)CSc1nnc(NC(=O)c2cccc(S(=O)(=O)N3CCCCCC3)c2)s1
  A: 15	B: 13%	C: 32%[activator]	D: 16%	E: ?	F: 2
COc1ccc(N2CCN(C(=O)CNC(=O)Cn3cnc4sc(C)c(C)c4c3=O)CC2)cc1
  A: -4	B: 3%	C: 8%	D: 5%	E: 7%	F: -2
COc1ccccc1OCC(=O)NCCc1nc2ccccc2[nH]1
  A: -3	B: 2%	C: 45%[activator]	D: 7%	E: .	F: 13
COC(=O)[C@@]1(Cc2ccc(F)cc2)[C@H]2c3cc(C(=O)N(C)C)n(Cc4ccccc4)c3C[C@H]2CN1C(=O)c1ccccc1
  A: -11	B: -9%&0%	C: 2.9µM*	D: -5%	E: 3.3µM*	F: -3

# (continued)
# Short keys – A = Shiga toxin inh; B = Giardia FBPA inh; C = Pf growth 48h; D = HCV inh; E = Pf growth 96h; F = CHX counter
CCn1c(=O)n(CC(=O)NCc2ccccc2OC)c(=O)c2ccccc21
  A: 9	B: 0%	C: 4%	D: 10%	E: 0%	F: 9
O=C(COC(=O)c1ccccn1)NCc1ccccc1
  A: 4	B: 1%	C: -9%	D: -2%	E: 12%	F: -3
COc1ccc(OCC(O)Cn2c(Nc3cccc(C)c3)nc3c2c(=O)n(C)c(=O)n3C)cc1 (stereo unspecified)
  A: -13	B: 5%	C: 2.3µM*	D: -21%	E: 3.3µM*	F: -1
Cc1nnc(NC(=O)c2ccc(S(=O)(=O)C(F)F)cc2)s1
  A: 36	B: 0%	C: 98%[activator]	D: 4%	E: 123%[activator]	F: 27*
CCCNC(=O)c1ccc(N2CCC3(CC2)CC(c2ccccc2)=NO3)c(NC(=O)c2ccc(Br)cc2)c1
  A: -4	B: -6%	C: ?	D: ?	E: 1.9µM*	F: -2
Cc1ccc(-c2[nH]ncc2CN2CCN(C(=O)c3cccs3)CC2)cc1C
  A: -15	B: -4%	C: -9%	D: .	E: ?	F: -2
CCOC(=O)N1CCN(C(=O)C(NS(=O)(=O)c2cccc3nsnc23)c2ccccc2)CC1 (stereo unspecified)
  A: 3	B: 2%	C: ?	D: 13%&13%	E: .	F: -3
NS(=O)(=O)c1ccc(NC(=S)NCc2cccc(Cl)c2)cc1
  A: 6	B: -4%	C: 14%	D: -4%	E: -10%	F: 0
CC(C)(CSc1nncn1/N=C/c1ccco1)NS(=O)(=O)c1ccc(Cl)cc1
  A: -23	B: 0%	C: -5%	D: -5%&19%	E: 12%	F: 1
Cc1ccc(C)c(C(=O)COc2ccccc2[N+](=O)[O-])c1
  A: 26*	B: -4%	C: -2%	D: -3%	E: 35%[activator]	F: 36*
Cc1ccc(-n2c(=S)[nH]c3c(oc4ccccc43)c2=O)cc1C
  A: 27*	B: 12%	C: 41%[activator]	D: -1%	E: 17%	F: 13*
O=C(Nc1ccccc1C1CC1)c1cccs1
  A: 21	B: 0%	C: .	D: ?	E: 25%	F: -1
COc1cc2c(cc1NC(=O)C(C)Sc1nc3ccccc3n1C)oc1ccccc12 (stereo unspecified)
  A: -45	B: 5%	C: 12µM*	D: 2%	E: 7.4µM*	F: 3
CCN1CCN(C(=O)c2cc(S(=O)(=O)N3CC(C)CC(C)C3)ccc2Cl)CC1 (stereo unspecified)
  A: .	B: .	C: -7%	D: 4%	E: -5%	F: .
Clc1ccccc1Cc1noc(CN2CCN3CCCC3C2)n1 (stereo unspecified)
  A: -6	B: -3%	C: ?	D: -13%	E: 2.9µM*	F: 8
CCOc1cc(S(=O)(=O)n2cnc(C)c2)ccc1Cl
  A: -16	B: -1%	C: 28%	D: 5%	E: 9%	F: -1
O=C(CCN1CCN(c2ccccc2)CC1)c1ccc(Cl)cc1
  A: 22	B: 12%	C: .	D: -1%	E: 27%	F: -2
